miR-122 sensor = miR-122 inhibition in Huh7 cells | AID 602342 | Huh7 miR-122 Renilla luciferase sensor, 48 h; neutral wells = 0, positive control = 100 | actives 0.3% (n = 340,000) | activation (reporter increase), % at 12.5 µM;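 active = mean replicate activation score at least 90 and every replicate individually at or above 90; inconclusive = only one of the two criteria met; inactive = neither criterion met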;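 also: higher luciferase means less miR-122 activity so hits act as miR-122 inhibitors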
ERAP1 inh = blocks human ERAP1 aminopeptidase activity | Q9NZ08 | recombinant ERAP1, Leu-AMC fluorescence, 60 min | actives 0.15% (n = 340,000) | AID 652197 | inhibition, % at 10.7 µM;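 active = mean replicate inhibition of at least 30%, or all replicates individually reaching that 30% level; inactive = mean below 30% and not every replicate reaching it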;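 also: 0% = neutral control wells and 100% = L-leucinethiol positive control wells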
SIRT5 inh = sirtuin-5 (human) deacylase inhibition. Purified SirT5, succinyl-peptide AMC, trypsin-coupled fluorescence. actives 1.1% (n = 330,000). AID 652115. Q9NXA8. inhibition, % at 15 µM; in the data active = inhibition above about 15%; inconclusive = no clear call, values can overlap the other calls
Target sequence (Q9NXA8 whole entry, looked up): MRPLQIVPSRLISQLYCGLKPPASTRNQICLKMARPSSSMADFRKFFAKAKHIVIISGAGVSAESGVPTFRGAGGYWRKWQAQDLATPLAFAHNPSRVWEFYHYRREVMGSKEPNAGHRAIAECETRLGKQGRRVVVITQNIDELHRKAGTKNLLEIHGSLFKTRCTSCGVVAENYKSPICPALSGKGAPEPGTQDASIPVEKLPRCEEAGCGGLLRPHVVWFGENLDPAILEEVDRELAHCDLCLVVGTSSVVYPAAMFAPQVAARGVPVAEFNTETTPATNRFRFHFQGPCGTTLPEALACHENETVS
DENV2 CPE rescue = DENV2-induced cell death inhibition. DENV2-infected cells, cytopathic effect rescue, plate reader. CPE inhibition, % at 9.99 µM. actives 1.7% (n = 350,000); in the data active = CPE inhibition above about 20%, passing the limit was not always enough; inconclusive = no clear call, values can overlap the other calls; tested in BHK-21 cells;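 also: 0% = median of neutral control wells and 100% = median of positive control wells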
ERp5 block = ERp5 (human) disulfide isomerase inhibition; Q15084; actives 0.05% (n = 350,000); ERp5 insulin aggregation, absorbance 650 nm, 90 min; AID 651711; inhibition, % at 9.99 µM;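 active = mean replicate inhibition above about 25%, with every replicate also reaching it, limit read from the data, passing the limit was not always enough; inconclusive = only one of those two criteria met; inactive = neither criterion met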
Target sequence (Q15084 whole entry, looked up): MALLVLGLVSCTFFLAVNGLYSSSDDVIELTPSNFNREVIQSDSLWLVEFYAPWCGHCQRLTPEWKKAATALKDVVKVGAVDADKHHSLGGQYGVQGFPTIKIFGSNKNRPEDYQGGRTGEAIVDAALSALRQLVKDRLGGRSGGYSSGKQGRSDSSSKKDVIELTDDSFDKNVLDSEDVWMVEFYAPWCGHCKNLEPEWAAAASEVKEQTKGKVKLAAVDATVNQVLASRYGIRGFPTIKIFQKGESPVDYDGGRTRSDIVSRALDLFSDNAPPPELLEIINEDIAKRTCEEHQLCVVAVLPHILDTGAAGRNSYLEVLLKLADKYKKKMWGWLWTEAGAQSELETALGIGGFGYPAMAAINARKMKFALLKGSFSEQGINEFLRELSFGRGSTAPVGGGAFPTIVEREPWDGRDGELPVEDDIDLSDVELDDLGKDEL
CFTR F508del cor = CFTR F508del correction in bronchial cells | CFBE cells, YFP halide quenching; stimulated with forskolin plus potentiator P3; % fluorescence drop versus neutral controls | actives 0.36% (n = 350,000) | activity (quench increase), % at 7.58 µM;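 active = mean added fluorescence quench of at least 8% versus neutral control, with both replicates also reaching 8%; inconclusive = only one of the mean or replicate conditions met; inactive = mean below 8% and not both replicates reaching 8%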;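 also: cells transiently co-express mutant CFTR-F508del with the halide-sensitive YFP; corrector assay measuring rescue of mutant channel to the surface after 24 h compound exposure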
CASP6 VEID inh = caspase-6 (human) enzyme inhibition; purified caspase-6, Z-VEID-R110 cleavage fluorescence; inhibition, % at 12.5 µM; actives 0.53% (n = 350,000); P55212; AID 686996;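 active = mean inhibition across replicates at least about 35%, with every replicate also reaching that limit, limit read from the data; inconclusive = only one of the two criteria met; inactive = neither criterion met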;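 also: 0% = median of neutral control wells and 100% = no fluorescence left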
Target sequence (P55212 24-179 limits assumed): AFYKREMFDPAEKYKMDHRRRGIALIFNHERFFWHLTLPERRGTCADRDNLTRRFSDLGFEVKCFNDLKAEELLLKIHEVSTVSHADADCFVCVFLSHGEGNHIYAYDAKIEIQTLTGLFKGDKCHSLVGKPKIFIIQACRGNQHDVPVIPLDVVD
Target sequence (P55212 194-293 limits assumed): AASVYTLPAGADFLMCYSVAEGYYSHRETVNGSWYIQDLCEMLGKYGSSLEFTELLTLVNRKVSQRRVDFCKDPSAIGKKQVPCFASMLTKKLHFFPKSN
Starred values were filed as active, the others as inactive; ? = inconclusive; / = not tested or not shown; [ ] = another dose, or the depositor's remark.

SMILES	miR-122 sensor	ERAP1 inh	SIRT5 inh	DENV2 CPE rescue	ERp5 block	CFTR F508del cor	CASP6 VEID inh
COC(=O)[C@@]12C[C@@H](CC(=O)N3CCCCC3)C(=O)N(Cc3ccccc3)C1=CCC(C)(C)C2	/	13	-2	-14	3	0.5	4
CCn1c(C)c(C(=O)O)c2cc(OC)c3ccccc3c21	2	1	-6	-4	8	0.9	3
Cc1c(NC(=O)CC(O)(C(F)(F)F)C(F)(F)F)c(=O)n(-c2ccccc2)n1C	-1	0	/	/	1	/	2
COc1ccc(C(=O)C2CCCN(Cc3cccn3-c3cccnc3)C2)cc1OC (stereo not given)	/	3	1	0	-11	-1.9	-1
Cc1ccc(C)c(OCCCCN2CCCCC2)c1	4	0	/	55*	-1	0.6	-7
CC(C)NC(=O)NC[C@H]1[C@H](c2ccccc2)[C@H](CO)N1C(=O)c1ccccc1	-7[16.7 µM]	-3	-6	8	0	0.3	4
Cc1cccc(N(CC(=O)NCCSCc2ccccc2)S(C)(=O)=O)c1	-5	-2	0	6	0	-1.2	1
CC(=O)NCCC1CCN(C(=O)C2CCC(=O)N(C3CCCC3)C2)CC1 (stereo not given)	-6	2	-3	12	-3	-3.5	0
COc1ccc2c3c(n(C)c2c1)[C@@H](CO)N(CC1CC1)CC31CCN(C(=O)CN2CCOCC2)CC1	/	-2	2	-1	4	1.9	-3
O=C(O)CCC(=O)Nc1cccc(-c2nc3ccccc3o2)c1	7	-1	-2	2	-7	-1.3	2
C=CCOn1c(=O)c(-c2ccc(C)cc2)[n+]([O-])c2ccccc21	11	0	-3	2	2	-0.9	-1
CC(C)CN(C(=O)COC(=O)CSc1ccc([N+](=O)[O-])cc1)C1CCS(=O)(=O)C1 (stereo not given)	-3	5	4	-1	2	2.4	4
Cc1cccc(N2CCN(S(=O)(=O)c3ccc(-c4coc(C)n4)cc3)CC2C)c1 (stereo not given)	-1	-1	1	-3	1	0.7	-10
CO[C@H]1CN(C)C(=O)c2cc(NS(=O)(=O)c3ccc(C)cc3)ccc2OC[C@@H](C)NC[C@H]1C	23[16.7 µM]	2	0	3	0	-0.8	-1
CS(=O)(=O)N1CCCCN2[C@@H](CO)[C@@H](c3ccc(C4=CCCC4)cc3)[C@@H]2C1	21[16.7 µM]	2	2	29*	6	2.6	1
Cc1cccc(Cn2nnc3ccccc32)c1O	11	-1	/	16	1	-0.3	3
O=C(N/N=C1\CC(c2ccccc2)Oc2ccccc21)c1cccnc1 (stereo not given)	/	2	-1	-1	-3	-1.7	9
Nc1nonc1C(=O)NCCNC(=O)c1cccs1	-6	-3	-2	-2	2	1.2	-1
CN=C1SC(CC(=O)Nc2ccccc2F)C(=O)N1C (stereo not given)	-3	-8	-4	-3	2	-1.4	0
Cc1ccc(C(=O)n2c(N)nc3ccccc32)cc1	-4	0	0	-3	-1	4.5	-2

Part of the list above in order of formula weight, ascending.
SMILES	miR-122 sensor	ERAP1 inh	SIRT5 inh	DENV2 CPE rescue	ERp5 block	CFTR F508del cor	CASP6 VEID inh
Cc1cccc(Cn2nnc3ccccc32)c1O	11	-1	/	16	1	-0.3	3
Cc1ccc(C)c(OCCCCN2CCCCC2)c1	4	0	/	55*	-1	0.6	-7
Nc1nonc1C(=O)NCCNC(=O)c1cccs1	-6	-3	-2	-2	2	1.2	-1
C=CCOn1c(=O)c(-c2ccc(C)cc2)[n+]([O-])c2ccccc21	11	0	-3	2	2	-0.9	-1
CC(C)NC(=O)NC[C@H]1[C@H](c2ccccc2)[C@H](CO)N1C(=O)c1ccccc1	-7[16.7 µM]	-3	-6	8	0	0.3	4
CS(=O)(=O)N1CCCCN2[C@@H](CO)[C@@H](c3ccc(C4=CCCC4)cc3)[C@@H]2C1	21[16.7 µM]	2	2	29*	6	2.6	1
Cc1cccc(N(CC(=O)NCCSCc2ccccc2)S(C)(=O)=O)c1	-5	-2	0	6	0	-1.2	1
Cc1c(NC(=O)CC(O)(C(F)(F)F)C(F)(F)F)c(=O)n(-c2ccccc2)n1C	-1	0	/	/	1	/	2
CC(C)CN(C(=O)COC(=O)CSc1ccc([N+](=O)[O-])cc1)C1CCS(=O)(=O)C1 (stereo not given)	-3	5	4	-1	2	2.4	4
COC(=O)[C@@]12C[C@@H](CC(=O)N3CCCCC3)C(=O)N(Cc3ccccc3)C1=CCC(C)(C)C2	/	13	-2	-14	3	0.5	4
CO[C@H]1CN(C)C(=O)c2cc(NS(=O)(=O)c3ccc(C)cc3)ccc2OC[C@@H](C)NC[C@H]1C	23[16.7 µM]	2	0	3	0	-0.8	-1
COc1ccc2c3c(n(C)c2c1)[C@@H](CO)N(CC1CC1)CC31CCN(C(=O)CN2CCOCC2)CC1	/	-2	2	-1	4	1.9	-3

Later entries.
SMILES	miR-122 sensor	ERAP1 inh	SIRT5 inh	DENV2 CPE rescue	ERp5 block	CFTR F508del cor	CASP6 VEID inh
COc1ccc(/C=C/C(=O)OCc2nc3ccccc3c(=O)[nH]2)c(OC)c1	5	-3	-2	-2	-1	3.6	2
CO[C@H]1CN(C)C(=O)c2cc(NC(=O)C3CC3)ccc2OC[C@@H](C)N(C(=O)c2ccncc2)C[C@H]1C	9[16.7 µM]	4	-13	1	1	-0.2	1
CC1=C(C(=O)OCC2CCCO2)C(c2ccccc2)C2=C(CCCC2=O)N1 (stereo not given)	-10	1	0	-2	6	-1.8	-3
CC1CC(=O)N(C)c2cc([N+](=O)[O-])ccc2N1 (stereo not given)	-2	1	-1	3	-2	1.2	0
O=S1(=O)CC(N2CCN(CCO)CC2)CN1Cc1cn(Cc2ccc(F)cc2)nn1 (stereo not given)	/	/	11	-1	-5	-2.5	-10
COc1cc(C2SCC(=O)N2Cc2ccccc2)cc(OC)c1OC (stereo not given)	3	0	-3	7	0	-1.3	0
COc1cccc(OC)c1C(=O)OCc1c(-c2ccccc2)ncc2ccccc12	-4	-3	/	10	-2	1.7	3
O=C(CNC(=O)c1ccccc1Br)N/N=C/c1cc(Br)ccc1O	-5	-1	-4	3	3	4.2	-2
O=C1OC(c2ccccc2)=C/C1=C/N1CCOCC1	-2	-3	0	-2	-1	-1.4	4
CCN(Cc1ccccc1)C(=O)c1c(-c2ccccc2Cl)noc1C	-1	0	-2	3	0	-2.0	2
OCCNc1nc(Nc2cc(Cl)ccc2OC2CCCC2)nc(N2CCCC2)n1	/	-3	/	?	8	2.0	1
CC1SC(C)C(=O)N(CC(=O)Nc2ccc3c(c2)OCO3)C1=O (stereo not given)	/	-3	0	4	-2	/	4
CNC[C@@H]1Oc2ccc(NC(=O)Nc3ccc(OC)cc3)cc2C(=O)N([C@H](C)CO)C[C@@H]1C	1[16.7 µM]	4	/	8	-4	0.9	0
O=C(NC1CCCCC1)N[C@H]1CC[C@@H](CC(=O)N2CCOCC2)O[C@H]1CO	/	-4	-1	?	-1	-2.6	-1
CO[C@H](CN(C)C(=O)c1ccc2c(c1)OCO2)[C@H](C)CN([C@@H](C)CO)S(=O)(=O)c1ccc(C)cc1	/	0	-5	1	-1	1.5	-1
COc1ccc(-c2csc(NC(=O)c3ccccc3NS(=O)(=O)c3ccc(C)cc3)n2)cc1	3	2	0	-11	-5	2.0	1
C[C@@H]1CCCCO[C@H](CN(C)C(=O)c2ccncc2)[C@@H](C)CN([C@H](C)CO)C(=O)c2cc(NC(=O)c3ccncc3)ccc2O1	1[16.7 µM]	-1	1	-3	5	-0.7	3
Oc1c(Br)cc(Br)c(/C=N/n2c(-c3ccccc3)n[nH]c2=S)c1Br	7	0	6	-6	2	2.1	25
CCCOC(=O)c1cc(-c2ccc(C=O)o2)ccc1Cl	-13	0	-8	-4	-10	/	5
CCc1nc2ccccc2n1CCc1ccccc1	/	-3	-5	4	8	-0.7	-3
CCc1ccc(CN(C)CCc2ccccn2)cc1	17	2	21*	-3	4	-1.0	-7
COCC(=O)N1CC[C@@H]2[C@H](CO)Nc3ccc(C#Cc4cccc(F)c4)cc3[C@@H]21	19[16.7 µM]	0	-1	-4	-1	0.4	2
CC(C)c1ccc(C(=O)OCC(=O)Nc2cccc(S(=O)(=O)NC3=NCCC3)c2)cc1	-4	-4	-2	-8	0	-1.3	3
Cc1ccc(S(=O)(=O)Nc2ccc3c(c2)C(=O)N([C@@H](C)CO)C[C@@H](C)[C@H](CN(C)C(=O)Nc2ccc(F)cc2)O3)cc1	7[16.7 µM]	0	0	1	-2	1.5	3
CN(C)c1ccc(C(=O)Nc2ccc(S(=O)(=O)Nc3nccs3)cc2)cc1	28	0	0	-8	2	1.2	3
COc1ccc(N2CC(C(=O)Nc3ccccc3C(=O)NC3CC3)CC2=O)cc1 (stereo not given)	-4	0	0	-1	-1	-4.5	1
CC(NC(=O)CSc1nc2c(c(C(F)(F)F)n1)CCc1ccccc1-2)c1ccccc1 (stereo not given)	/	-1	-3	/	0	/	2
COc1cc(/C=C/C(=O)O)ccc1OS(=O)(=O)c1c(C)c(C)cc(C)c1C	-6	-1	1	-5	1	3.6	9
COCC(=O)N1C[C@H](C)[C@@H](OC)CN(C)C(=O)c2cc(NC(=O)NC(C)C)ccc2OC[C@@H]1C	-20[16.7 µM]	1	4	-8	4	-1.0	-2
CCCNC(=O)N(C)C[C@H]1Oc2ncc(-c3ccc(OC)cc3)cc2C(=O)N([C@@H](C)CO)C[C@H]1C	0[16.7 µM]	0	-4	-7	-8	-2.0	5
CCc1cc(CNC(=O)C2CCC(=O)N(Cc3ccccc3F)C2)on1 (stereo not given)	2	4	/	-2	-6	-0.6	1
CCCC#Cc1ccc([C@@H]2[C@H](CO)N3C(=O)CN(C(=O)NCCC)C[C@@H]23)cc1	/	1	3	-5	0	-1.5	0
CC(=O)Nc1ccc(/C=N/NC(=O)CNS(=O)(=O)c2ccccc2)cc1	/	2	0	-1	2	0.7	2
C=CCN(c1ccccc1)S(=O)(=O)c1cccc(C(=O)Nc2cc(C)ccn2)c1	/	0	-2	-10	0	-3.1	2
C/C=C(\C)C(=O)Nc1cccc(C2=NOC3(C2)C[C@@H](C(N)=O)N(C(=O)c2ccccc2C(=O)c2ccccc2)C3)c1 (stereo not given in full)	/	1	9	23*	7	-3.6	6
COc1ccccc1CNCC(O)(c1ccc(F)cc1)c1ccc(F)cc1	-15	-2	0	0	-7	4.5	-6
CC(=O)c1ccccc1NS(=O)(=O)c1ccccc1Cl	/	-4	0	-1	-2	-2.7	1
COc1ccc(S(=O)(=O)N2CCN(c3ccc(F)cc3)CC2)cc1OC	/	-4	-3	12	-1	-3.4	-2
CCC(C)(C)NC(=O)C(c1ccc(OC)cc1)N(C(=O)CCC(=O)Nc1cc(C)on1)c1ccc2c(c1)OCCO2 (stereo not given)	-5	-5	3	-4	0	-0.6	-1
CCn1c2ccccc2c2nc3cc(C(=O)O)ccc3nc21	/	0	0	/	7	-3.0	17
Cc1noc(C)c1CSc1ncnc2ccccc12	1	-7	-4	/	1	/	-1
COc1ccccc1C(=O)NNC(=O)CCC(=O)NCc1ccccc1	1	-2	-5	4	3	-0.2	-2
CCOC(=O)c1cccc(NC(=O)c2ccccc2C)c1	/	4	-1	-3	9	-2.4	-1
C/C(=N\NC(=O)c1nnn(-c2nonc2N)c1CSc1ccccc1)c1ccc2c(c1)OCO2	-4	-3	-7	1	-12	-1.4	-1
CC(=O)c1cccc(NC(=S)N2CCc3ccccc32)c1	/	-2	-5	-1	-9	-0.6	-1
CC(NC(=O)Cn1nc(C(=O)O)c2ccccc2c1=O)C12CC3CC(CC(C3)C1)C2 (stereo not given)	-7	-1	1	4	4	-1.0	-2

Screening results: PubChem BioAssay, Broad Institute
